DDE Tn7 FP inh: inhibitors of Tn7 peptide binding to fibrin DD(E), primary screen, biochemical, fluorescence polarization, human fibrin, Tn7 probe | AID 720508, 2013 | FP displacement of FITC-Tn7 peptide from fibrin DD(E); 0% = median of compound wells per plate | 370,000 tested, 0.13% active | inhibition, % at 8.3 µM;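 active = inhibition above the mean of compounds falling within the control limits plus 3 SD of them, cut at about 14% in these data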;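 note: 0% = plate median of compound wells and 100% = 10 µM Aha-Tn7 peptide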
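Test system – human fibrin DD(E) · Times – 10 min preincubation, 3 h with tracer, room temperature · Detection – fluorescence polarization of the labelled Tn7 tracer · Measure – percent inhibition normalized to high-control wells · Benchmarks – high control wells with 10 µM unlabelled Aha-Tn7 peptide (full inhibition) · Repeats – singlicate testing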
proKLK7 act: proKLK7 zymogen activators, primary screen, biochemical, fluorescence intensity; purified proKLK7, EDANS-DABCYL substrate fluorescence; 100% is mature enzyme control, 0% vehicle; Kallikrein-7 (Homo sapiens), P49862; activation, % at 7 µM; AID 652039, 2013; 370,000 tested, 0.9% active;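 active = activation above the mean of all tested compounds plus 3 SD, computed per campaign excluding outliers beyond control limits, cut at about 13% in these data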
ASAP1 inh: inhibitors of human ASAP1 ArfGAP activity, primary screen, biochemical, fluorescence polarization; Arf-GAP with SH3 domain, ANK repeat and PH domain-containing protein 1 (Homo sapiens), …; ASAP1-stimulated ARF1 GTP hydrolysis, GDP FP detection; inhibition, % at 16.5 µM; 360,000 tested, 0.19% active; in the data active = inhibition above about 25%;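 note: 0% = vehicle with enzyme and substrate and 100% = no enzyme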
Target sequence (Q9ULH1 325-724 limits assumed): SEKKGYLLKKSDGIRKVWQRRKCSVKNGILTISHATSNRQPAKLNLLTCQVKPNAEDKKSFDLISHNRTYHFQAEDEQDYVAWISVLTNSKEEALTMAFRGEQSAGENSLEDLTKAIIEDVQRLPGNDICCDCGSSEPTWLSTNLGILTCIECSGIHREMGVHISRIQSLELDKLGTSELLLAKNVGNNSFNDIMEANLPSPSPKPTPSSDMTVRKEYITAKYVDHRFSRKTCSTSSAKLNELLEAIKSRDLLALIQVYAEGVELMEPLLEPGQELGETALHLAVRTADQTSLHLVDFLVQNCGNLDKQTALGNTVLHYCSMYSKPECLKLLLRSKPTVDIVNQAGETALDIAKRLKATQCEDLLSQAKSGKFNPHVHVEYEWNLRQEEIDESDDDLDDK
PLCb3 inh: human PLC-beta3 inhibitors, primary screen, biochemical, fluorescence; 1-phosphatidylinositol 4,5-bisphosphate phosphodiesterase beta-3 (Homo sapiens), Q01970; inhibition, % at 12.2 µM; Purified PLC-beta3, fluorogenic substrate; 370,000 tested, 0.18% active; in the data active = inhibition above about 11%;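 note: 0% = median of compound wells on plate and 100% = full blocker control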
UHRF1 MBD2 ctr: UHRF1 methylated DNA binding inhibitors, primary screen, counter-screen for MBD2 inhibitor project, biochemical, TR-FRET, human UHRF1, single concentration. E3 ubiquitin-protein ligase UHRF1 (Homo sapiens), Q96T88. UHRF1 binding to methylated oligo. inhibition, % at 4.4 µM. 370,000 tested, 0.75% active. AID 687016, 2013; in the data active = inhibition above about 21%;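 note: UHRF1 SRA domain binding a hemimethylated CpG hairpin DNA probe; 0% = median of test compound wells and 100% = reference inhibitor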
sPLA2-III inh: human group III sPLA2 inhibitors, primary screen, biochemical, QFRET, BODIPY PC-A2 liposome substrate; Group 3 secretory phospholipase A2 (Homo sapiens), Q9NZ20; QFRET BODIPY PC-A2 liposome hydrolysis, fluorescence; inhibition, % at 12.2 µM; 370,000 tested, 0.56% active; AID 743126, 2013;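 active = inhibition above mean plus 3 SD of compounds lying within the high and low control bounds, cut at about 19% in these data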;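 note: 0% = median of test compound wells and 100% = no enzyme DMSO wells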
Target sequence (Q9NZ20 whole entry, looked up): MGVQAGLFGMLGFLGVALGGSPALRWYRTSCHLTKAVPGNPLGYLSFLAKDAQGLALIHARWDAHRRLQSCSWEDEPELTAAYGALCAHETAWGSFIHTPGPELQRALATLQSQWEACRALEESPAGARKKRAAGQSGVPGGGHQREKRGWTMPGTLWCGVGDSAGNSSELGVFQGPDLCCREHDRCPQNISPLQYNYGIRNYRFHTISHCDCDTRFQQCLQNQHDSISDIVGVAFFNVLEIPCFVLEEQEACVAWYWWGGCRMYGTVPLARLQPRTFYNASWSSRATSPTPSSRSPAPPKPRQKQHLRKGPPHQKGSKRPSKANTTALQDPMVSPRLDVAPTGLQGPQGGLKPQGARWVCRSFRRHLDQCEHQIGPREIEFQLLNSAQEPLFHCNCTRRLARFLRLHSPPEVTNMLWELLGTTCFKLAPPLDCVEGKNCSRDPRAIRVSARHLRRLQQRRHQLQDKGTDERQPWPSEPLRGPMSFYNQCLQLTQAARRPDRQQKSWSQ
ARFGAP1 inh: inhibitors of rat ARFGAP1 GAP activity, primary screen, biochemical, fluorescence polarization, GDP tracer | Arfgap1-stimulated ARF1 GTP hydrolysis, GDP FP detection | inhibition, % at 16.5 µM | 360,000 tested, 0.26% active | AID 651572, 2012;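 active = inhibition above a per-plate limit, mean inhibition of low control wells plus 3 SD, cut at about 25% in these data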;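 note: 0% = DMSO wells with enzyme and 100% = wells lacking Arfgap1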
Target sequence (Q62848 1-136 limits assumed): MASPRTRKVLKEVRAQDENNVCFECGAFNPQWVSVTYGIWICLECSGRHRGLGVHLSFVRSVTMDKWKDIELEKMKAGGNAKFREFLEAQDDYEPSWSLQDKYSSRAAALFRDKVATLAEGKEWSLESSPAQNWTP
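Repeats: one replicate per compound; assay system: rat Arfgap1 catalytic domain, aa 1-136; times: enzyme reaction 120 min at 25 °C after 20 min preincubation; detection: FP of antibody-bound GDP Alexa 633 tracer, ex 620/em 688 nm; benchmarks: high control wells lacking Arfgap1, low control full reaction with DMSO; reagent: human ARF1(Δ1-17)-GTP substrate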
DDE Tn6 FP inh: inhibitors of Tn6 peptide binding to fibrin DD(E), primary screen, biochemical, fluorescence polarization, human fibrin, Tn6 probe. 370,000 tested, 0.21% active. Fibrinogen beta chain (Homo sapiens), P02675. AID 720509, 2013. inhibition, % at 8.3 µM. Fibrin DD(E) TRITC-Tn6 fluorescence polarization displacement;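 active = inhibition above a per-campaign cutoff: mean of compounds within control limits plus 3 SD, cut at about 15% in these data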;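 note: 0% = median of all compound wells on the plate and 100% = blocking peptide control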
PLCg1 inh: PLC-gamma1 enzyme inhibitors, primary screen, biochemical, fluorescence, purified enzyme; 1-phosphatidylinositol 4,5-bisphosphate phosphodiesterase gamma-1 (Homo sapiens), P19174; fluorogenic substrate; inhibition, % at 12.2 µM; 370,000 tested, 0.84% active; AID 720700, 2013; in the data active = inhibition above about 9.5%
Rev-erbA mod: modulators of Rev-erb alpha DNA binding, primary screen, biochemical, FITC-DNA, fluorescence polarization, uHTS. Nuclear receptor subfamily 1 group D member 1 (Homo sapiens), P20393. activity, % at 10 µM. Rev-erbα–FITC-DNA binding, 90 min. 370,000 tested, 0.79% active;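 active = activity above about 14%, limit read from the data; passing the limit was not always enough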;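 note: 0% = DMSO wells with 35 nM protein and 100% = DMSO wells with 750 nM protein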
* = called active by the depositor; · = no result given; & = joins results of further samples.

SMILES	DDE Tn7 FP inh	proKLK7 act	ASAP1 inh	PLCb3 inh	UHRF1 MBD2 ctr	sPLA2-III inh	ARFGAP1 inh	DDE Tn6 FP inh	PLCg1 inh	Rev-erbA mod
CCCCn1c(N)c(N(CCOC)C(=O)c2ccc(Cl)c(S(=O)(=O)N3CCCC3)c2)c(=O)[nH]c1=O	-3	-0.1	2	-11	-1	-2	15	-4	-4	-5
NC(=O)C1CCN(c2ccc(S(=O)(=O)N3CCCCC3)cc2[N+](=O)[O-])CC1	2	-0.2	1	3	-2	2	-16	4	2	-4
CN(c1ccccc1)S(=O)(=O)CS(=O)(=O)N(C)c1ccccc1	-3	0.5	-9	-8	2	3	-10	-1	-1	10
COc1ccc(NS(=O)(=O)c2cccc(C(=O)NCC3(N(C)C)CCCCC3)c2)cc1	-4	0.1	14	1	-3	-4	7	-4	0	-4
O=C(COC(=O)c1ccc[nH]c1=O)NCCc1ccc(F)cc1	0	0.6	0	-1	1	2	4	4	1	1
COc1cc(C(=O)NC(=S)Nc2ccc3ccccc3c2)cc(OC)c1OC	2	0.5	4	-4	-2	2	0	3	-4	1
Cc1ccccc1OCCC(=O)OCC(=O)c1c(N)n(CC(C)C)c(=O)n(C)c1=O	2	0.6	0	-5	2	-11	6	5	0	-2
COc1ccc(CCN2C(=S)N(c3ccccc3)C(=O)C2CC(=O)O)cc1OC (configuration not stated)	-2	-0.2	5	0	2	-20	8	0	0	-1
CC(=O)N1c2ccc(S(=O)(=O)NCCC(=O)Nc3ccc(OC(F)(F)F)cc3)cc2CC1C (configuration not stated)	-1	-0.4	-26	-9	3	-19	-1	6	-2	-3
Cc1cccc(C)c1NC(=O)COC(=O)[C@@H]1CCCN1C(=O)c1cccs1	-6	-0.1	-1	2	4	-12	-3	-2	3	-4
O=C(NC(=S)Nc1ccccc1)c1cc([N+](=O)[O-])ccc1N1CCOCC1	-2	0.3	-1	-3	0	9	1	3	-4	-2
C[C@H](NC(=O)c1[nH]cnc1C(=O)Nc1ccc(CNC(=O)OC(C)(C)C)cc1)C(=O)OC(C)(C)C	-6	-1.1	10	-2	13	-24	2	-5	2	0
CNC(=S)N/N=C/c1ccc(OCc2ccccc2)c(Br)c1	-3	-1.2	12	4	2	0	4	2	3	7
CC1CCCCN1S(=O)(=O)c1cccc(S(=O)(=O)N2CCOCC2)c1 (configuration not stated)	0	0.7	0	-5	0	-5	4	8	4	-5
Cc1sc2ncnc(NCc3cccs3)c2c1C	1	-0.1	1	-4	1	-1	-6	-1	0	-3
CC1(C(=O)NS(=O)(=O)c2ccc(C#N)cc2)CCN1C(=O)C1(c2ccc(Cl)cc2)CCC1 (configuration not stated)	0	-0.1	6	1	15	-3	6	-4	4	0
S=C(Nc1ccccc1Cl)N1CCCCC1	-4	-0.2	8	3	4	11	-7	2	7	7
Cc1ccc(C2C3=C(CC(C)(C)CC3=O)OC3=C2C(=O)CC(C)(C)C3)cc1	2	0.5	13	-2	4	11	-7	2	-1	2
CCN1CCN(CCCNC(=O)C2c3ccccc3C(=O)N(c3ccc(OC)cc3)C2c2ccc(OC)cc2)CC1 (configuration not stated)	0	-0.1	-4	-6	3	5	-5	0	1	-1
COc1cccc2c(=O)n(CC(=O)NCCc3ccccc3)ccc12	1	-0.4	-2	-6	-2	4	4	-5	-1	0
C=CCN1C(=O)[C@@H](CC(=O)N2CCN(C(=O)C3CC3)CC2)[C@]2(C(=O)OCC)CCCCC/C=C/12	1	0.1	·	-1	0	5	·	5	0	-4
Cc1cc(NC(=O)CSc2nnc(-c3ccncc3)n2C)n(-c2ccccc2)n1	-2	0.2	5	-11	0	4	9	-4	0	-1
CC(=O)c1sc2nc(-c3ccco3)ccc2c1N	-8	-0.5	3	-44	92*	4	-6	-13	-25	-11
CCOc1ccc(-n2c(SCc3cccc4ccccc34)nnc2-c2ccc(C)cc2)cc1	2	-0.2	·	0	0	6	·	-6	-1	2
O=C(Nc1ccc([N+](=O)[O-])cc1)c1cncc(Br)c1	-3	0.2	15	2	1	-2	-9	-13	3	4
N#Cc1ccc(C(=O)NCC(c2ccco2)N2CCCC2)cc1 (configuration not stated)	-1	-0.5	-11	-5	2	1	0	-2	0	-3
CC(=O)Nc1ccc(S(=O)(=O)N2CCN(C(=O)N3CCCC3)CC2)cc1	12	-0.2	5	-6	-1	4	6	-7	0	4
COc1ccccc1CNc1nc(NCC2CC2)nc2ccsc12	1	-0.7	-8	1	0	-17	9	-1	0	4
Cc1ccc(CC(=O)Nc2ncc([N+](=O)[O-])s2)cc1	0	-0.1	22	-4	-3	-8	10	7	3	4
Cc1ccc(N2C(=O)C3CC(c4ccccc4)=C4C5C=CC(C6C(=O)N(c7ccc(C)cc7)C(=O)C56)C4C3C2=O)cc1 (configuration not stated)	4	1.2	-8	2	13	8	9	3	2	3
CCC(=O)Nc1ccc(N2CCN(S(C)(=O)=O)CC2)cc1	-3	0.2	-5	1	-1	8	6	7	-1	-1
CCN1CCN(c2cc(C(C)(C)C)nc3c(-c4ccccc4)c(C)nn23)CC1	2	-9.9	4	-106	-2	-5	-2	4	-78	4
Cc1ccc(NC(=O)c2ccc(S(=O)(=O)N3CCOCC3)cc2)c(C)c1	-2	-0.3	3	-3	-2	-1	10	2	-1	3
CC(=O)Nc1ccc(C=NN=C2c3ccccc3-c3ccccc32)cc1	3	-0.5	7	0	-3	-16	19	-2	5	2
COc1ccc(NC(=O)CCCn2cc([N+](=O)[O-])cn2)cc1	2	-0.3	11	-2	-2	-1	0	-2	-1	26*
CCCCNS(=O)(=O)CC1NCc2ccccc21 (configuration not stated)	-2	-0.4	·	-4	0	8	·	3	-5	3
CCOc1ccc2c(c1)c(N=O)c(O)n2C	2	0.6	10	2	-11	-37	3	4	0	-6
CCCCNC(=S)NC(C)(C)CO	8	0.3	-11	2	0	3	2	3	1	-1
Cc1ccc(C(=O)N2CCN(S(=O)(=O)N3CCCCCC3)CC2)cc1	7	0.4	8	-6	-1	1	-3	6	2	0
O=S(=O)(NCc1cc(-c2ccccc2)no1)c1ccc(Cl)cc1	-2	-0.3	3	1	-2	-18	19	-3	-2	5
CC(C)CCN1CCN(Cc2cccn2-c2ccccn2)CC1CCO (configuration not stated)	4	0.0	2	-2	4	2	7	3	-6	-4
COc1c(C)c2c(c(O)c1C/C=C(\C)CCC(=O)O)C(=O)OC2	-7	-5.9	-11	-16	19	3	3	3	-12	-9&1
N#CCCn1cc(/C=N/O)c(-c2ccc(-c3ccccc3)cc2)n1	-2	-0.2	12	-4	4	-37	9	-3	-3	0
O=c1c2[nH]c3ccccc3c2ncn1CCN1CCOCC1	2	-0.4	-13	6	4	10	2	0	9.6*	1
CC(=O)c1cccc(N(C(=O)c2ccco2)C(C(=O)NC2CCCC2)c2ccccc2F)c1 (configuration not stated)	13	0.3	-14	-8	0	2	2	11	-2	-4

Gathered by group, the compounds so far with a COOH group.
SMILES	DDE Tn7 FP inh	proKLK7 act	ASAP1 inh	PLCb3 inh	UHRF1 MBD2 ctr	sPLA2-III inh	ARFGAP1 inh	DDE Tn6 FP inh	PLCg1 inh	Rev-erbA mod
COc1ccc(CCN2C(=S)N(c3ccccc3)C(=O)C2CC(=O)O)cc1OC (configuration not stated)	-2	-0.2	5	0	2	-20	8	0	0	-1
COc1c(C)c2c(c(O)c1C/C=C(\C)CCC(=O)O)C(=O)OC2	-7	-5.9	-11	-16	19	3	3	3	-12	-9&1

(list continues)
SMILES	DDE Tn7 FP inh	proKLK7 act	ASAP1 inh	PLCb3 inh	UHRF1 MBD2 ctr	sPLA2-III inh	ARFGAP1 inh	DDE Tn6 FP inh	PLCg1 inh	Rev-erbA mod
O=C(CSc1nc2scc(-c3ccccc3)c2c(=O)[nH]1)N1CCOCC1	0	0.5	7	-11	-2	-8	-4	-2	-2	-3
COc1ccccc1C(=O)n1ccc2ccc(-c3ccc4ccn(Cc5ccc(C#N)cc5)c4c3)cc21	7	-0.2	·	-170	1	0	·	4	-113	16
CN(CCc1ccccn1)c1ncnc2[nH]ncc12	0	1.6	-11	-24	-1	-2	1	4	-17	2
CC1=C(C(=O)Nc2ccccc2)C(c2ccc(C)o2)N2C(=O)CSC2=N1 (configuration not stated)	-1	-0.1	1	-40	-3	-15	-6	-6	-30	2
CC1C/C(=N/N2C(=O)CSC2=S)CC(C)(C)C1 (configuration not stated)	-4	0.0	21	-7	-4	-2	8	-3	-3	0
CCOC(=O)N1CCC(NS(=O)(=O)c2cc3c(cc2Cl)NC(=O)CO3)CC1	-1	-0.1	-2	0	-1	-6	2	-3	3	-1
COc1ccc(CNCCC(c2ccc(OC(C)C)cc2)c2ccccc2OC)cc1OC (configuration not stated)	3	0.3	-10	-1	6	-9	-2	6	7	2
COc1ccccc1CCNC(=O)C1CCC(=O)N(C2CC2)C1 (configuration not stated)	-4	0.1	-3	-6	1	9	9	-1	0	-3
CC(C)CCNC(=O)Cc1csc(-c2ccccc2)n1	9	-0.9	12	-11	5	2	-5	-8	-5	1
NC(=O)Cn1c(-c2nonc2N)nc2ccccc21	7	-0.3	0	-4	-2	1	-3	8	-7	0
CC1=C(C(=O)N2CCOCC2)C(c2ccc(OC(F)F)cc2)NC(=S)N1c1ccccc1 (configuration not stated)	-2	0.4	13	1	0	6	-7	-7	2	-5
O=C(NCCCCNC(=O)c1ccc(Cl)s1)c1ccc(Cl)s1	-4	0.0	3	2	3	5	9	5	3	2
O=C(Nc1ccccc1Cl)c1cc(C2CCCCN2C(=O)c2ccccc2)on1 (configuration not stated)	1	0.3	-1	1	1	-10	-10	-2	2	-4
Clc1ccc(-c2csc(N3CCC(c4ccccc4)C3)n2)cc1 (configuration not stated)	-1	-0.1	-4	3	0	2	14	-8	2	3
CCCc1nc(SCC(=O)Nc2ccc(N3CCOCC3)cc2)c2ccccc2n1	3	0.4	-10	1	1	-2	-5	-4	-1	-2
N#C/C(=C\c1cc([N+](=O)[O-])c(N2CCCCC2)cc1N1CCCCC1)c1nn(-c2ccccc2)c(N)c1C#N	1	0.7	-2	3	1	6	5	6	9	-1

Screening data (PubChem)
